AMA1 RON2 block: inhibitors of Plasmodium falciparum AMA1-RON2 interaction. Potency, µM (top dose mostly 58.2 µM), without a hit: top-dose activity change, negative = inhibition, hits mostly inhibitors. hit rate 0.2% among 360,000. AlphaScreen AMA1-biotinylated RON2 peptide binding;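 note: potency is the fitted concentration of half-maximal effect; 0% = vehicle wells and -100% = peptide control; nearly all actives have a fitted effect of over 45% in size; some results filed as inactive show a strong effect at the top dose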
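AMA1 (3D7) with his tag at 25 nM final met compounds first, then biotinylated RON2 peptide at 25 nM; detection used donor plus acceptor beads, 10 µg/mL apiece, read by AlphaScreen after 30 min at room temperature.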
AmpC detergent: blocks E. coli AmpC beta-lactamase in detergent assay. AmpC hydrolysis of nitrocefin, absorbance 480 nm, 0.01% Triton. Potency, µM (top dose mostly 114 µM), inactives show at the highest dose activity change, negative = inhibition, most hits filed as inhibitors. hit rate 0.041% among 370,000;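 note: potency is the fitted concentration of half-maximal effect; 0% = no-compound wells and -100% = no-enzyme wells; nearly all actives have a fitted effect of over 25% in size; some results filed as inactive show a strong effect at the top dose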
Target sequence (P00811 whole entry, looked up): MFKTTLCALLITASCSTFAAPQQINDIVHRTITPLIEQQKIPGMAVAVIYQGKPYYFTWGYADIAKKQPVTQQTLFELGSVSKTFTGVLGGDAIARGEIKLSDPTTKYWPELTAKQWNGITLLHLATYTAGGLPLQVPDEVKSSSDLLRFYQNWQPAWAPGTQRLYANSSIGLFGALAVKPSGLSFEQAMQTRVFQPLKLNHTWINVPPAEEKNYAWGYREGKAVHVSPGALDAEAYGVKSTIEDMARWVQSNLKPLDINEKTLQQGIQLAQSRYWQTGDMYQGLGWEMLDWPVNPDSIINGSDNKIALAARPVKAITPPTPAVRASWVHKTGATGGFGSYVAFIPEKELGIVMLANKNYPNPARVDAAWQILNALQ
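20 mM phosphate pH 7.0 + 0.01% (detergent screen) or 0.0001% Triton X-100; 5.3 nM AmpC reagent; cpd preinc 15 min RT; nitrocefin (800 uM stock) to start; A480 q20 s × 4 min; Activity was normalised to no-enzyme and no-compound control wells.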
AmpC no deterg: AmpC beta-lactamase inhibition without detergent. P00811. AmpC nitrocefin hydrolysis, absorbance 480 nm, 0.0001% Triton. Potency, µM (titrated, usually from 57.1 µM), inactives show top-dose activity change, negative = inhibition, usual class: inhibitors. hit rate 0.52% among 330,000. AID 485341;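 note: potency is the fitted concentration of half-maximal effect; plate controls were no compound for no effect and no enzyme for full effect; nearly all actives have a fitted effect of over 20% in size; some results filed as inactive show a strong effect at the top dose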
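AmpC (5.3 nM in the dispensed reagent) in 20 mM phosphate pH 7.0 with 0.01% (detergent screen) or 0.0001% Triton X-100 was preincubated with compounds for 15 min at room temperature. Nitrocefin was then added from an 800 uM solution, and hydrolysis was followed at 480 nm.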
TbPYK inhibitor: inhibitors of Trypanosoma brucei pyruvate kinase; TbPYK enzyme, Kinase-Glo Plus ATP luminescence, 45 min; Potency, µM (doses to about 76.8 µM), for the others: at the top dose activity, negative = inhibition, usual class: inhibitors; hit rate 0.12% among 410,000; AID 624173; note: potency is the fitted concentration of half-maximal effect; nearly all actives have a fitted effect of over 50% in size
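Screened from lowest to highest concentration, compounds were pinned into TbPYK/substrate mixtures, and ADP (130 uM final) was added. Plates sat at room temperature for 45 min prior to Kinase-Glo Plus detection by luminescence.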
LmPK inh: inhibitors of Leishmania mexicana pyruvate kinase. purified LmPK, Kinase-Glo ATP luminescence, 1 h. Potency, µM (top dose mostly 57.5 µM), without a hit: at the highest dose activity change, negative = inhibition, actives largely listed as inhibitors. hit rate 0.37% among 290,000. AID 1721; note: potency is the fitted concentration of half-maximal effect
Target sequence (Q27686 whole entry, looked up): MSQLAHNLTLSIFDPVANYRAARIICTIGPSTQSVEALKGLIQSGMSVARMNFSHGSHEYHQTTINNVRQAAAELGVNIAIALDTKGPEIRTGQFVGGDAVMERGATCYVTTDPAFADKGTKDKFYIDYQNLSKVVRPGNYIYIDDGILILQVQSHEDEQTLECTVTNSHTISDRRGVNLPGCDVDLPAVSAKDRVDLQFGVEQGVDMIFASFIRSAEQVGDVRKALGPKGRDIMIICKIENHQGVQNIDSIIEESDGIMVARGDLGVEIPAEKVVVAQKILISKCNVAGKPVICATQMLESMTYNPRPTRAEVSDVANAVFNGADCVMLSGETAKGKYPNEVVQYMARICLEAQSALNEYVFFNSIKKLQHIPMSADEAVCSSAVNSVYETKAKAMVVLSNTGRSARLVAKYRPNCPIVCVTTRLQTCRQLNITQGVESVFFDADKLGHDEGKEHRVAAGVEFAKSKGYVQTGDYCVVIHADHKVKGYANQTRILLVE
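qHTS format; LmPK 0.1 nM; substrates PEP 0.5 mM and ADP 0.1 mM. One-hour room-temperature incubation, then coupled luciferase luminescence; 0.5 nM enzyme wells mark activation.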
HCMV antiviral: human cytomegalovirus inhibition. activity change, negative = inhibition, % at 57.5 µM. hit rate 4.5% among 410,000. HFF cells, HCMV-luciferase reporter, 72 h; active compounds read low; in the data active = activity change below about -60%; inconclusive = no clear call, values can overlap the other calls; inactive = above about -39%
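Two-dose cell screen: HFF monolayers treated with compounds and infected with luciferase-expressing HCMV at 1 PFU/cell, 72 h at 37C, then lysed for luciferase measurement.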
Sm TGR inh: inhibitors of Schistosoma mansoni thioredoxin glutathione reductase; purified TGR, DTNB reduction, TNB absorbance 405 nm; Potency, µM (highest dose often 114 µM), inactives show at the highest dose activity change, negative = inhibition, usual class: inhibitors; hit rate 3% among 360,000; AID 485364; note: potency is the fitted concentration of half-maximal effect; nearly all actives have a fitted effect of over 60% in size
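TGR 20 nM + NADPH 100 uM (dispensed conc.), cpd preinc 15 min RT; start with NADPH (500 uM addition) then DTNB (15 mM addition). Kinetic TNB absorbance, 405 nm filter. Four-parameter Hill fit across titration.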
Starred values were filed as active, the others as inactive; ? = inconclusive; / = no result given; [ ] = remark or other dose. Unless noted, calls come from the whole dose curve; as a rule, active = well fitted curve in the direction sought with a large enough effect; inconclusive = small, poorly fitted or top-dose-only effect, or another doubt; inactive = no such curve, though single readings can be large; an effect the other way counts as inactive or inconclusive. Unless noted, % is set by controls: 0 for no effect and ±100 for the full control effect. Compounds were not picked by outcome; about 7.4% have a hit in one of these screens.

Sequence of screens – AMA1 RON2 block | AmpC detergent | AmpC no deterg | TbPYK inhibitor | LmPK inh | HCMV antiviral | Sm TGR inh
Cc1cc(C)nc(SCC(=O)Nc2ccc(S(=O)(=O)Nc3nccs3)cc2)n1
    -5% | 1% | -25% | -6% | 1% | / | 2%
Cc1ccc(C(=O)Nc2ccccc2N2CCCC2)cc1
    -13% | -11% | -10% | -10% | 2% | -11 | -22%
COc1ccc(NC(=O)C(=O)NCC2CCCN2S(=O)(=O)c2cccs2)cc1 (stereo unspecified)
    7% | -3% | -24% | 2% | / | -20 | -3%
COc1ccc(NC(=O)CC2SC(=Nc3ccccc3)NC2=O)cc1 (stereo unspecified)
    14% | -11% | -20% | 7% | 9% | 30 | 5%
O=c1c2c3n(c(=O)nc2[nH]n1-c1ccccc1)CCCCC3
    3% | ? | -16% | -5% | 3% | -29 | 5%
CC(C)CC12CN3CCN(CC(C3)C1O)C2 (stereo unspecified)
    10% | -2% | -2% | 4% | 4% | -18 | 7%
COC(=O)c1ccc(N=Cc2c(C(F)(F)F)[nH][nH]c2=O)cc1
    10% | -11% | -31% | -8% | -1% | -14 | -2%
COC(=O)C(=Nc1ccccc1)/C(C(=O)C(=O)N(C)c1ccccc1)=C(\O)c1ccccc1
    4% | 0% | -6% | -5% | -1% | 70 | -13%
Cc1noc(C)c1S(=O)(=O)N1CCN(c2ccc([N+](=O)[O-])cc2)CC1
    0% | -7% | -21% | 3% | 1% | -13 | -4%
Cc1ccccc1OCCn1c(C)nc2ccccc21
    -8% | 0% | 57% | 0% | 1% | -15 | 3%
COc1ccccc1NC(=O)NCC(=O)Nc1c(C)cccc1C
    3% | 5% | -20% | -2% | 2% | 7 | -1%
CCCC(=O)n1nc(-c2ccco2)nc1SCc1ccccc1
    -3% | -13% | -25% | -2% | -4% | / | ?
CCOC(=O)c1ccc(NC(=O)c2ccc3c(c2)OCO3)cc1
    -4% | -14% | -11% | -1% | -3% | -8 | -1%
Cc1ccc(C)c(-c2csc(-c3c(N)c(C(=O)c4ccc5c(c4)OCO5)n4ccccc34)n2)c1
    / | 21% | / | -3% | / | 21 | -3%
CCc1ccc(-n2c(=O)c3c(C)c(C(=O)N(C)C)sc3n(CC(=O)NCC3CCCO3)c2=O)cc1 (stereo unspecified)
    25% | 4% | -1% | -2% | 5% | -18 | 4%
CN(C)c1ccc(C(=O)OCc2cc(=O)n3ccsc3n2)cc1
    17% | / | 19% | 3% | / | 14 | /
Cc1ccc(CS(=O)(=O)c2ncn[nH]2)cc1
    -3% | -8% | -12% | -2% | 2% | -31 | 10%
O=C(CCNS(=O)(=O)c1cccc(C(F)(F)F)c1)NC1CC1
    -10% | -12% | -10% | -4% | / | -8 | 2%
Cc1ccc(C(=O)OCC(=O)NC(=O)NCc2ccccc2)cc1C
    -2% | -6% | -32% | -7% | / | -2 | 0%
CC(=O)c1ccc(OCc2c(-c3ccccc3)nnn2CC(=O)NS(=O)(=O)c2ccccc2C)cc1
    -4% | / | / | -17% | / | 18 | /
Cc1ccc(NC(=O)NCCN2CCN(c3ccccc3)CC2)cc1Cl
    0% | 4% | -3% | -3% | -1% | ? | 10%
CCN1C(=O)/C(=C\c2cccs2)C(C(=O)OC)=C1C
    -29% | ? | -4% | -4% | 12% | 5 | -24%
CCCNC(=O)COC(=O)c1ccc(N2CCCC2)c([N+](=O)[O-])c1
    0% | -5% | 3% | -3% | -5% | 26 | 0%
COc1ccc(C(C(=O)NC2CCCCC2)N(C(=O)c2sc(C)nc2C)c2ccccc2C)cc1 (stereo unspecified)
    -7% | 0% | 221%[activator] | 3% | 1% | -2 | 9%
Cc1ccc(S(=O)(=O)N(CC(=O)N(C(C)C)C(C)C)C(=O)N2CCN(C)CC2)cc1
    8% | -9% | -14% | -2% | -1% | -36 | -13%
CCOC(=O)c1ccc2ncc(C(=O)OCC)c(Nc3ccc(C)c(Br)c3)c2c1
    / | 3% | / | -17% | / | -5 | -8%
COc1ccc(OC)c(NC(=O)CN2C(=O)CCc3cc(S(=O)(=O)N4CCCCC4)ccc32)c1
    / | -9% | / | 0% | / | 21 | 5%
Cc1cc(C(=O)C(=O)NC(C)C)c(C)n1-c1ccc([N+](=O)[O-])cc1
    2% | -2% | -6% | 6% | 2% | -11 | 11%
COc1cccc(-c2ccc(SCC(=O)N3CCN(c4ccccc4)CC3)nn2)c1
    -8% | -5% | -19% | 1% | 12%[11.5 µM] | 4 | -1%
CC1CCC2(CC1)NC(=O)N(CC(=O)N1CCN(S(=O)(=O)c3ccc4c(c3)CCC4)CC1)C2=O (stereo unspecified)
    -1% | -8% | -12% | 0% | / | -28 | -25%

Results in AmpC detergent and TbPYK inhibitor, for some of the entries so far:
SMILES	AmpC detergent	TbPYK inhibitor
COc1ccc(C(C(=O)NC2CCCCC2)N(C(=O)c2sc(C)nc2C)c2ccccc2C)cc1 (stereo unspecified)	0%	3%
CCN1C(=O)/C(=C\c2cccs2)C(C(=O)OC)=C1C	?	-4%
COc1ccc(OC)c(NC(=O)CN2C(=O)CCc3cc(S(=O)(=O)N4CCCCC4)ccc32)c1	-9%	0%

Carrying on:
Sequence of screens – AMA1 RON2 block | AmpC detergent | AmpC no deterg | TbPYK inhibitor | LmPK inh | HCMV antiviral | Sm TGR inh
C=CCNC(=S)Nc1ccc(Br)cc1F
    21% | ? | -4% | -4% | 1% | ? | -29%
CCC(NC(=O)CCCc1ccccc1)c1ccccc1 (stereo unspecified)
    10% | -6% | -21% | -9% | 2% | ? | -6%
S=c1[nH]nc(-c2ccco2)n1/N=C/C(Cl)=C/c1ccccc1
    49%[activator] | -1% | -38% | -41% | 1% | ? | -36%
COc1cc(NC(=O)c2cccc3c2C(=O)N(Cc2cccnc2)C3)cc(OC)c1OC
    0% | ? | -38% | -3% | -2% | 13 | -7%
CCOC(=O)[C@@H]1[C@H]2COc3ccccc3[C@H]2N2C(=O)N(c3ccc(F)cc3)C(=O)[C@]12C
    -13% | -10% | 36% | 1% | -4% | 12 | -6%
Cc1ccc(/C(N)=N/OC(=O)c2cccs2)cc1
    29% | -1% | -13% | 5% | ? | 158 | -19%
CS(=O)(=O)N1CCN(c2ccc(NC(=O)c3cc4ccccc4o3)cc2)CC1
    -5% | 2% | -21% | -3% | 4% | -17 | 2%
COc1ccc(C(O)c2nccn2Cc2ccccc2)cc1 (stereo unspecified)
    0% | 5% | -2% | -3% | -1% | 9 | 7%
CCn1c(N)c(C(=O)NCc2cccnc2)sc1=S
    10% | -9% | -11% | 8% | 3% | -9 | 14%
COc1ccc(OCC(O)CNC(=O)c2ccc(OC)cc2)cc1 (stereo unspecified)
    1% | -1% | -9%[2.29 µM] | -5% | -1% | -21 | 3%
CC(C)=CCC/C(C)=C/CNC(=O)C[C@H]1C[C@H](C(=O)N2CCOCC2)[C@@]2(CCC3CCCC3)c3[nH]c4cc(-c5ccco5)ccc4c3CCN2C1=O
    ? | / | 48% | 2% | / | -6 | /
CCc1ccc2c(c1)C(c1ccc([N+](=O)[O-])cc1)=NNC(c1ccc(F)cc1)=N2
    21% | 1% | ? | 5% | -1% | 2 | -4%
Cc1ccc2[nH]nc(C(=O)N3CCCC(C(=O)c4ccc(Cl)cc4)C3)c2c1 (stereo unspecified)
    -14% | 8% | -13% | -11% | 3% | -15 | 19%
CCCCn1c(N)c(N(CC(C)C)C(=O)CCCc2nc3ccccc3s2)c(=O)[nH]c1=O
    0% | -12% | -14% | -4% | / | -15 | -3%
O=C(COc1ccc(Cl)cc1Cl)NNC(=S)NC(=O)c1ccco1
    82%[activator] | 5% | -20% | -17% | 2% | 60 | 1%
Oc1c(C(c2ccc(F)cc2)N2CCCC2)sc2nc(-c3ccco3)nn12 (stereo unspecified)
    / | 0% | / | -6% | / | 8 | -7%
COc1ccc(NC(=O)COc2ccc(N(C)S(=O)(=O)c3ccc(Cl)cc3)cc2)cc1
    -2% | 4% | -24% | -2% | / | -15 | -6%
O=C(Cc1ccc(-c2ccccc2)cc1)NCc1cccnc1
    -11% | 2% | 4% | 0% | 4% | -17 | -11%[57.1 µM]
Cc1nn(CC(=O)NCc2ccc(N(C)C)cc2)c(=O)c2c(C)n(-c3ccc(Cl)cc3)nc12
    / | 2% | / | 5% | / | -18 | 3%
CCc1ccc(C(=O)NNC(=O)c2cccc(N3C(=O)CCC3=O)c2)cc1
    9% | ? | -21% | 2% | / | 5 | -5%
COc1ccc(CCNC(=O)C2CCN(S(=O)(=O)c3ccc4nc5c(c(C(=O)O)c4c3)CCCC5)CC2)cc1OC
    10% | 3% | -8% | 5% | 7% | -13 | 0%
O=C(NC(=S)Nc1cccc(NC(=O)c2ccccc2Cl)c1)c1cccs1
    37%[activator] | -11% | -20% | -5% | 1% | ? | -29%
COc1ccc(CCN2CCCn3c2nc2c3c(=O)n(Cc3ccccc3F)c(=O)n2C)cc1OC
    -11% | -13% | 21% | -14% | 2% | 5 | ?
CCc1cc2c(-n3nc(C)cc3C)ncnc2s1
    30%[activator] | -14% | -8% | 0% | 1% | -16 | -17%
O=C(O)CSCc1c(F)cccc1Cl
    17% | -13% | -16% | 4% | 4% | 17 | 0%
COC(=O)[C@H](Cc1ccc(O)cc1)NC(=O)Cn1cnc(C(=O)Nc2ccc(C)c(C)c2)n1
    -9% | / | -15% | 0% | / | -7 | /
CC(C)C(=O)Nc1ccc(C(=O)NNC(=O)C(c2ccccc2)c2ccccc2)cc1
    25% | 4% | -23% | -7% | 3% | 3 | 5%
COc1ccccc1/C=C/C=N/n1c(COc2ccccc2)n[nH]c1=S
    69%[activator] | -10% | -46% | -27% | -3% | 0 | -13%
Cc1ccc(NC(=O)C2CCCN(c3ncccn3)C2)c(C)c1 (stereo unspecified)
    -3% | ? | -6% | -6% | 4% | -13 | 8%
CS(=O)(=O)N(CC(=O)N1CCCC1)c1cccc(F)c1
    4% | ? | -9% | 3% | 6% | 24 | 1%
Cc1cccnc1NC(=O)CSc1nnc(COc2ccc(C(C)C)cc2)n1C
    0% | ? | -23% | -11% | 1% | 7 | 16%

Screening results deposited in PubChem BioAssay by National Center for Advancing Translational Sciences (NCATS).
